Screening data as filed in PubChem.
CHO-K1 Ca antag: counter-screen for M1 antagonists: effect in parental CHO-K1 cells | AID 602250 | ATP-induced calcium, Fluo-8 fluorescence | hit rate 0.6% among 360,000 | inhibition, % at 3 µM;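 active = inhibition above a per-plate cutoff, the plate's mean sample inhibition plus 3 SD, cut at about 24% in these data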;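 also: 0% = DMSO plus EC80 ATP and 100% = DMSO alone without ATP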
CHRM4 antagonist: antagonists of human muscarinic M4 receptor (CHRM4); hit rate 0.73% among 360,000; CHO-hM4 cells, ACh EC80, Fluo-8 calcium fluorescence; P08173; inhibition, % at 3 µM;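 active = inhibition above its plate's cutoff, the mean inhibition of sample wells plus 3 SD, cut at about 27% in these data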;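 also: 0% = acetylcholine EC80 with DMSO and 100% = DMSO without agonist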
Target sequence (P08173 whole entry, looked up): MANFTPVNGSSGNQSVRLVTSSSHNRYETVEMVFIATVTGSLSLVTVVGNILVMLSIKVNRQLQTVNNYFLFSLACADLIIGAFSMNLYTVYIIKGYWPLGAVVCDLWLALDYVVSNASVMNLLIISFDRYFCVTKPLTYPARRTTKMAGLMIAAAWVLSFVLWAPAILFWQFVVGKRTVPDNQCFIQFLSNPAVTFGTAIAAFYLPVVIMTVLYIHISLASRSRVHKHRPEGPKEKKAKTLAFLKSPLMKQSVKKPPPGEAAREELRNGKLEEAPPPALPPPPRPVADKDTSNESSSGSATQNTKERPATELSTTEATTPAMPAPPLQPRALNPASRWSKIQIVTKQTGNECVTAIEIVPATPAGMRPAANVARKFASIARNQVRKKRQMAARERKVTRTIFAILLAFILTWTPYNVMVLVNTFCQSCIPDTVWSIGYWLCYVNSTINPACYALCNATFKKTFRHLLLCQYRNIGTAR
CHO-K1 Ca PAM: counter-screen for M1 PAMs: effect in parental CHO-K1 cells | activation, % at 3 µM | ATP EC20, Fluo-8 calcium fluorescence; 0% at ATP EC20, 100% at ATP max | hit rate 0.02% among 360,000;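 active = activation above the run cutoff, the mean activation of all test compounds plus 3 SD, cut at about 40% in these data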;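 also: peak over basal fluorescence ratio in a 140 s read after ATP addition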
M4 ag: agonists of human muscarinic M4 receptor (CHRM4). CHO-K1 hM4/Gqi5, Fluo-8 calcium fluorescence; vehicle 0%, full acetylcholine response 100%. activation, % at 3 µM. P08173. hit rate 0.14% among 360,000;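 active = activation above the run mean over all test wells plus 3 SD, cut at about 32% in these data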;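 also: peak over basal fluorescence ratio per well then scaled between controls; 0% = DMSO wells and 100% = acetylcholine at EC100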
CHRM5 PAM: potentiates acetylcholine response at human M5 receptor; activation, % at 3 µM; CHO-K1 hM5, Fluo-8 calcium, ACh EC20 PAM; 0% = ACh EC20, 100% = ACh EC100; hit rate 0.3% among 360,000; P08912;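 active = activation above the run cutoff, the mean activation of all test compounds plus 3 SD, cut at about 18% in these data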
Target sequence (P08912 whole entry, looked up): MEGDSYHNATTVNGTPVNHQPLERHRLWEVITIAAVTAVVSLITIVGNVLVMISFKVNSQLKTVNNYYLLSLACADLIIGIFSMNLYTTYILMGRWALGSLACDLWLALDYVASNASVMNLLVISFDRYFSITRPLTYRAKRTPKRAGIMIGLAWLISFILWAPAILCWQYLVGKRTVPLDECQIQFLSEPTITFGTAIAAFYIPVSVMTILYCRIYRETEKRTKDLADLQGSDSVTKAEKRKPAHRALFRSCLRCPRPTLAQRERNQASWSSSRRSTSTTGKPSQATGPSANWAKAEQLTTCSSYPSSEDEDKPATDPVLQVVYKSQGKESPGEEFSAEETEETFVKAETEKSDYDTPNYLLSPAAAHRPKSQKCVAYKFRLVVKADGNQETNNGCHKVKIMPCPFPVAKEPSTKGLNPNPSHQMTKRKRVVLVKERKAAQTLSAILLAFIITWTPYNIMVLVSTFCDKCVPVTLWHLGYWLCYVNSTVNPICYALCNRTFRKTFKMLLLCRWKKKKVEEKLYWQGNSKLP
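Probe or stimulus: acetylcholine, EC20 level; Assay system: human M5 receptor in CHO-K1 cells; Schedule: compound preincubation 140 s before EC20 acetylcholine addition; Technique: intracellular calcium via Fluo-8 fluorescence; Dosing: single-point, 3 µM nominal; Read-out basis: percent activation from peak-over-basal fluorescence ratio, scaled EC20-to-EC100 acetylcholine; Repeats: one well per compound, no replicates.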
M5 ag: agonists of human muscarinic M5 receptor (CHRM5); P08912; CHO-K1 hM5 cells, Fluo-8 calcium fluorescence; 0% DMSO wells, 100% maximal acetylcholine response; activation, % at 3 µM; hit rate 0.19% among 360,000; AID 624037;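 active = activation above the run's mean over test compounds plus 3 SD, cut at about 23% in these data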;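 also: signal is peak over basal fluorescence ratio across the kinetic read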
CHO-K1 Ca ag: M1 agonist counterscreen hit in parental CHO-K1 cells | Fluo-8 calcium fluorescence; scaled to maximal ATP response, vehicle zero | activation, % at 3 µM | hit rate 0.48% among 360,000; in the data active = activation above about 15%;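 also: untransfected CHO-K1 host cells lacking M1 receptor as counterscreen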
CHRM5 antagonist: antagonists of human muscarinic M5 receptor (CHRM5). CHO-hM5 cells, Fluo-8 calcium fluorescence, ACh EC80. inhibition, % at 3 µM. hit rate 0.59% among 360,000;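 active = inhibition above a per-plate cutoff, the mean of that plate's test compounds plus 3 SD, cut at about 27% in these data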;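 also: 0% = acetylcholine EC80 with DMSO and 100% = DMSO without agonist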
M4 PAM: potentiates acetylcholine response at human M4 receptor. CHO-K1 hM4/Gqi5, Fluo-8 calcium fluorescence, ACh EC20; 0% = ACh EC20, 100% = maximal ACh. activation, % at 3 µM. hit rate 0.4% among 360,000. AID 624126;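 active = activation above its plate's cutoff, the mean activation of sample wells plus 3 SD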; also: some results filed as inactive read as strong as hits
An asterisk follows results filed as active.

SMILES	CHO-K1 Ca antag	CHRM4 antagonist	CHO-K1 Ca PAM	M4 ag	CHRM5 PAM	M5 ag	CHO-K1 Ca ag	CHRM5 antagonist	M4 PAM
CC(=O)Nc1nc(-c2ccccc2)nc(C)c1C(C)=O	-9	-1	3	1	5	1	0.3	2	1
CCOc1ccccc1NC(=O)CC1Nc2cc(C)c(C)cc2NC1=O (stereo unspecified)	-3	-7	7	1	-3	-1	0.2	1	6
Cc1nc(Nc2nc(CSc3ccc(Cl)cc3)cc(=O)[nH]2)nc2ccccc12	-1	-3	16	5	-4	2	1.7	5	1
COCCN(C(=O)CCl)C(C(=O)NC1CCCCC1)c1ccccc1C (stereo unspecified)	14	14	-8	-1	1	-3	-0.3	-1	-12
O=C1NC(=O)/C(=C/c2cccc3ccccc23)S1	-7	-9	10	4	-1	1	3.6	7	-1
CN(C)c1ccc(C(=O)NC2CCCc3ccccc32)cc1 (stereo unspecified)	-4	2	8	0	1	-1	-0.4	-5	4
COc1ccc(-n2nc(C(=O)NCc3cc(OC)ccc3OC)c3c4ccccc4n(C)c3c2=O)cc1	-1	-5	9	6	3	2	1.7	-8	-3
CCN(CC(=O)Nc1ccc(Br)cc1)CC(=O)Nc1cc(C)on1	7	4	-14	0	7	-5	-0.1	-15	5
COc1ccc(/C=c2/sc3n(c2=O)NC2(c4ccccc4)N(C)C(=O)N(C)C2(c2ccccc2)N=3)cc1 (stereo unspecified)	-17	-5	7	0	-1	-5	0.0	-11	13
CCCC[n+]1ccn(C2=C([O-])c3ccccc3C(=O)/C2=N\S(=O)(=O)c2ccc(Cl)cc2)c1	-1	3	8	0	1	-1	0.1	15	-7
CCc1noc(C)c1C(=O)Nc1nc2ccc(OC)cc2s1	10	-3	3	3	-9	-6	0.9	15	3
CC(C)CNC(=S)NC1CC2CCCC(C1)N2Cc1ccco1 (stereo unspecified)	-13	8	-13	0	-7	-6	0.3	14	-6
COc1ccccc1N(Cc1cc2ccc(C)cc2[nH]c1=O)C(C)=O	-4	4	-3	5	-2	5	2.2	-2	-3
COc1cc(C2CC(=O)NC3=C2C(=O)CC(C)(C)C3)ccc1O (stereo unspecified)	-9	8	20	1	1	-2	1.1	-3	-3
CCN(CCn1cccn1)Cc1cn[nH]c1-c1ccc(-c2ccccc2)cc1	-4	-13	-5	4	-2	-2	0.8	-4	-8
Cc1ccc(-c2ccc(=O)n(Cc3ccc(F)cc3Cl)n2)cc1	-10	1	-3	0	-3	-4	0.4	4	7
CCCS(=O)(=O)N1CCCC(C(=O)NC(C)c2ccc3c(c2)OCCO3)C1 (stereo unspecified)	-7	4	16	1	1	2	-0.1	1	-8
CCOC(=O)C1=NOC2C(=O)N(c3ccc(Cl)cc3Cl)C(=O)C12 (stereo unspecified)	22	9	-12	0	14	4	-0.1	1	-3
CC(C)COc1ccc(C(=O)N/N=C/c2ccoc2)cc1	3	-4	-8	0	13	-1	-0.6	-9	6
CCOC(=O)c1oc2ccccc2c1COC(=O)CNC(=O)c1cccc(C)c1	-11	7	3	1	-4	-5	1.3	8	-6
O=C(CN(C(=O)CCC(=O)Nc1nccs1)c1cccc(C(F)(F)F)c1)NCC1CCCO1 (stereo unspecified)	-8	-11	-7	1	-3	-4	0.5	5	-3
CC(C)c1c(O)ccc2c1CC[C@H]1C(C)(C)CCC[C@]21C	26*	7	-11	0	-8	0	-0.8	3	-7
COc1ccc(-c2ccc([C@H]3[C@@H]4C=CCC[C@@]4(C)C(=O)N3Cc3ccccc3)c(F)c2)cc1	-11	2	17	0	-1	-3	-0.7	7	-1
O=C(CN1C(=O)c2cccc3cccc1c23)N1CCN(c2ccccc2)CC1	5	-3	-2	1	-4	-3	0.0	1	-1
CC(=O)Nc1ccc(S(=O)(=O)Nc2cccc(S(=O)(=O)N(C)c3ccccc3)c2)cc1	7	2	-29	0	-25	-10	0.5	14	1

Next part
SMILES	CHO-K1 Ca antag	CHRM4 antagonist	CHO-K1 Ca PAM	M4 ag	CHRM5 PAM	M5 ag	CHO-K1 Ca ag	CHRM5 antagonist	M4 PAM
CCCS(=O)(=O)N1CCC(C(=O)NCc2ccc(F)cc2)CC1	-11	6	24	1	3	0	0.2	-3	10
Cc1nc2sccn2c1P(c1c(C)nc2sccn12)c1c(C)nc2sccn12	2	20	0	0	7	-1	0.0	-6	-12
COc1cccc(/C=N/NC(=O)CC2C(=O)NN=C2C)c1OC (stereo unspecified)	5	-1	7	1	0	-1	-0.2	0	4
CCC(=O)Nc1cc2c(cc1C(=O)CC)OCCO2	-10	-8	22	0	-1	-2	-0.3	2	8
CCOCCCNC(=O)C1CCCN(S(=O)(=O)c2cccc3nsnc23)C1 (stereo unspecified)	-3	-2	16	1	5	-1	8.5	-14	3
O=C(Nc1ccccc1C(=O)N1CCCCCC1)c1cccc(S(=O)(=O)N2CCOCC2)c1	-1	5	16	0	3	0	0.7	-1	1
CCOc1ccc(NC(=O)CSc2nnc(C)n2CC2CCCO2)cc1 (stereo unspecified)	-14	0	10	1	-1	1	-0.2	-2	3
CCN(CC(=O)NC1CC1)S(=O)(=O)c1ccccc1	3	2	-18	1	0	-5	0.4	1	4
NC(=O)CSc1nc2ccccc2nc1SCC(N)=O	-13	-8	-9	1	1	0	-0.5	-7	4
CN(C)S(=O)(=O)c1ccc(N2CCCC2)c(C(=O)NC(c2ccccc2)c2ccccc2)c1	10	9	0	4	-8	-5	1.1	6	-4
Cc1cc(Cl)c2oc(C(=O)NC3CCC(O)CC3)c(C)c2c1 (stereo unspecified)	4	8	-9	-1	0	-5	-0.3	7	0
COc1cccc(C2CC(C(F)(F)F)n3ncc(C(=O)Nc4c(C)n(C)n(-c5ccccc5)c4=O)c3N2)c1 (stereo unspecified)	-13	-6	16	0	2	-3	0.6	1	3
O=C(CCc1ccc(S(=O)(=O)NC2CCCCC2)cc1)NCc1ccccn1	-10	0	13	4	-8	-4	1.0	4	1
COc1ccc(Cl)cc1S(=O)(=O)N1CCN(Cc2ccc3c(c2)OCO3)CC1	-4	5	19	2	0	-5	1.3	-2	-7
CCc1nc2ccc(C(=O)NCCCN3CCCC3=O)cn2c1N(CC)CCN(C)C	-2	3	-5	0	3	0	0.0	-9	-3
Cc1nc(C)c(-c2csc(Nc3ccc(O)cc3C)n2)s1	21	-12	-24	2	15	8	0.4	-9	-2
Cc1cc(=O)n2nc(N3CCCC(C(=O)N4CCc5ccccc54)C3)sc2n1 (stereo unspecified)	5	32*	-5	-1	-14	-8	-0.6	6	-18
COc1ccc(S[C@@H](CCN2CC[C@H](NC(=O)OCc3ccccc3)CCC2=O)c2ccccc2)cc1	-19	2	7	2	-6	-3	1.1	11	-1
COc1cccc(C(=O)NC2CC(C)(C)NC(C)(C)C2)c1OC	-15	-2	10	0	-1	3	1.0	0	-2
Nc1ncnc(Sc2ncccn2)c1[N+](=O)[O-]	-7	-9	2	2	-11	-3	0.1	8	-4
CC1CC(C)CN(C(=O)CCNC(=O)Cn2ccc3ccccc3c2=O)C1 (stereo unspecified)	-9	4	5	1	-3	-2	0.3	12	1
COc1cc(/C=C/C(=O)OCC(=O)Nc2ccc3c(c2)OCCO3)ccc1O	-9	2	19	1	-6	2	1.3	-2	1
CCN1C(=O)[C@H]2[C@@H](c3ccc(OC)cc3)N[C@]3(CCCN(CC4CCCCC4)C3=O)[C@H]2C1=O	-5	-2	17	0	0	1	2.0	11	1
CC(=O)Nc1ccc(OCC(O)CN2CCN(c3ccc(F)cc3)CC2)cc1 (stereo unspecified)	10	-19	-17	0	9	-9	-0.2	-3	0
O=C(NC1CCCC1)C1CCN(S(=O)(=O)c2cccc3cccnc23)CC1	-5	8	21	4	-3	-1	1.5	12	-4

Following part.
SMILES	CHO-K1 Ca antag	CHRM4 antagonist	CHO-K1 Ca PAM	M4 ag	CHRM5 PAM	M5 ag	CHO-K1 Ca ag	CHRM5 antagonist	M4 PAM
CCOC(=O)C1(CCOc2ccccc2)CCN(CC(O)CO)CC1 (stereo unspecified)	-4	7	11	0	0	-6	0.7	2	-6
O=C(N/N=C/c1cc(Br)cs1)c1ccccc1[N+](=O)[O-]	8	8	-9	0	-3	-2	-0.2	5	-9
CCOc1ccc(-c2n[nH]c(C)c2Oc2ccccc2OC)c(O)c1	-31	-11	24	1	-6	-3	0.7	-1	7
COC(=O)c1c(NC(=O)C(C)(C)C)sc2c1CCN(Cc1ccccc1)C2	0	-14	19	0	-4	-1	3.2	-5	0
CCCCC1C(=O)N(c2ccccc2)N(c2ccc(O)cc2)C1=O (stereo unspecified)	-2	0	12	-1	-4	0	0.0	5	5
CCC(C)[C@H](NC(=O)N1CC(=O)Nc2ccccc21)C(=O)N[C@@H](C(=O)O)c1ccccc1 (stereo partly specified)	-1	16	12	0	-5	0	0.6	9	-5
CC(OC(=O)c1ccc(NC(=O)CC#N)cc1)C(=O)NC(=O)NC1CCCCC1 (stereo unspecified)	-1	-4	-4	5	-2	-3	3.0	14	-1
Cc1ccccc1Cn1ccc(NC(=O)c2onc(C)c2Cl)n1	-4	-8	3	-1	-8	0	0.5	0	1
CCOC(=O)C1=NN(c2ccccc2)C2(S1)SC(C(C)=O)=C(C)N2c1ccccc1 (stereo unspecified)	-6	3	10	0	1	-2	0.1	-5	1
O=C1CSC(c2ccccc2F)N1c1ccccc1 (stereo unspecified)	-10	-7	15	37*	-7	-6	1.2	-3	6
COCCN1CCn2c(nc3cc(NC(C)=O)ccc32)C1	2	6	-20	1	-7	-2	0.3	18	-4
Cc1cc(C)c(S(=O)(=O)NCc2ccncc2)c(C)c1	7	6	5	9	-16	8	6.5	17	-11
COc1ccc(-n2c(SCC(=O)N3CCCCC3)nnc2-c2cccnc2)cc1	10	-1	-7	1	1	0	-0.1	-2	-2
NC1=NC2(CCCCC2)N(c2ccc(F)cc2)C(N)=N1	6	-1	-2	1	5	-15	-0.4	4	2
COc1ccccc1CNC(=O)CN1C(=O)COc2ccc(S(=O)(=O)N3CCCCC3)cc21	-9	12	-1	0	-8	-4	1.7	20	-3
COc1ccccc1N1C(=NC(=O)COc2ccccc2)SC2CS(=O)(=O)CC21 (stereo unspecified)	-9	-8	13	2	2	-3	0.8	-2	-2
Cc1c(-c2ccc(/C=N/NC(=O)C(=O)Nc3ccccc3F)o2)cccc1[N+](=O)[O-]	-9	10	17	0	5	-1	15	3	-6
Cc1ccc(C)c(NC(=O)c2cc(-c3cccnc3)nc3ccccc23)c1	-10	9	2	2	-4	-1	0.7	9	-3
O=c1c2ccccc2ncn1CCCCOc1ccccc1F	-11	11	9	2	0	2	1.3	9	-4

M4 ag: hit marks shown above.
canonical_smiles | CHRM4 antagonist | M4 ag | CHRM5 PAM | M5 ag | CHRM5 antagonist | M4 PAM
O=C1CSC(c2ccccc2F)N1c1ccccc1 (stereo unspecified) | -7 | 37* | -7 | -6 | -3 | 6

Random excerpt: 3 entries already listed
SMILES	CHO-K1 Ca antag	CHRM4 antagonist	CHO-K1 Ca PAM	M4 ag	CHRM5 PAM	M5 ag	CHO-K1 Ca ag	CHRM5 antagonist	M4 PAM
CCCS(=O)(=O)N1CCCC(C(=O)NC(C)c2ccc3c(c2)OCCO3)C1 (stereo unspecified)	-7	4	16	1	1	2	-0.1	1	-8
COc1ccc(S[C@@H](CCN2CC[C@H](NC(=O)OCc3ccccc3)CCC2=O)c2ccccc2)cc1	-19	2	7	2	-6	-3	1.1	11	-1
Cc1nc(Nc2nc(CSc3ccc(Cl)cc3)cc(=O)[nH]2)nc2ccccc12	-1	-3	16	5	-4	2	1.7	5	1
